# Source: PubChem (several laboratories)
# CCHF vOTU inh: CCHFV vOTU protease inhibition; AID 651958; Pep-AMC fluorescence; inhibition, % at 11.5 µM; hit rate 0.55% among 370,000; note: 0% = vehicle wells with enzyme and 100% = no enzyme wells
# BoNT F protease: inhibitors of Botulinum neurotoxin F light chain protease | Multiplex microsphere protease cleavage assay, flow cytometry | inhibition, % at 10 µM | hit rate 0.22% among 360,000 | AID 588497; in the data active = inhibition above about 35%, passing the limit was not always enough; inconclusive = no clear call, values can overlap the other calls; note: plate controls were buffer without enzyme for full effect and enzyme alone for no effect
# FadD28 FP inh: M. tuberculosis FadD28 bisubstrate binding inhibition; FadD28 bisubstrate probe binding, fluorescence polarization; inhibition, % at 12.5 µM; hit rate 0.22% among 360,000; AID 588549; in the data active = inhibition above about 8.5%, passing the limit was not always enough; inconclusive = no clear call, values can overlap the other calls
# FBA Mtb inh: inhibitors of M. tuberculosis fructose-bisphosphate aldolase | P9WQA3 | purified M. tuberculosis FBA, fluorescence read-out | hit rate 2.3% among 360,000 | inhibition, % at 1 µM; in the data active = inhibition above about 27%;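 note: 0% = vehicle and 100% = reference inhibitor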
# Target sequence (P9WQA3 whole entry, looked up): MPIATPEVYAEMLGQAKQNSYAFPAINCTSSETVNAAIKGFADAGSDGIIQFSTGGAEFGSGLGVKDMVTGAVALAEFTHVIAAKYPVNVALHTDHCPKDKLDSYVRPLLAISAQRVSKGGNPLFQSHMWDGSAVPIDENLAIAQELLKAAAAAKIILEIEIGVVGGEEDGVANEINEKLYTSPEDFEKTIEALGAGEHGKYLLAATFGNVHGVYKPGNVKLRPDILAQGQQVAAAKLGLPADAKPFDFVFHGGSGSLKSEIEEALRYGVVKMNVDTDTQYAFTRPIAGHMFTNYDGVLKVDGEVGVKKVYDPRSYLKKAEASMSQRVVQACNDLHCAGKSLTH
# PrPC surface inh: cell surface PrPC inhibition, primary TR-FRET screen; TR-FRET read-out; AID 720596; inhibition, % at 13.8 µM; hit rate 0.43% among 370,000; in the data active = inhibition above about 24%; note: 0% = median of the test wells and 100% = reference compound wells
# GDH-TPI inh: inhibits GDH-TPI coupling enzymes, artifact for Mtb FBA screen; inhibition, % at 4.8 µM; AID 588335; hit rate 1.2% among 360,000; GDH-TPI coupled enzyme counterscreen, NADH absorbance;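 note: 0% = DMSO wells and 100% = wells lacking the enzyme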
# BioA inh: blocks M. tuberculosis BioA enzyme activity. hit rate 0.096% among 360,000. inhibition, % at 9.99 µM. purified M. tuberculosis BioA enzyme, plate reader; in the data active = inhibition above about 40%; inconclusive = no clear call, values can overlap the other calls
# BoNT-A LC inh2: inhibitors of Botulinum neurotoxin A light chain protease; multiplex microsphere protease substrate cleavage, flow cytometry; inhibition, % at 10 µM; hit rate 0.17% among 360,000; AID 588499; in the data active = inhibition above about 30%; inconclusive = no clear call, values can overlap the other calls; note: plate controls were buffer without enzyme for full effect and enzyme alone for no effect
# UGM FP inh: inhibitors of M. tuberculosis UDP-galactopyranose mutase | hit rate 0.06% among 320,000 | inhibition, % at 10 µM | AID 504406 | purified UGM, fluorescence polarization probe displacement; in the data active = inhibition above about 10%, passing the limit was not always enough; inconclusive = no clear call, values can overlap the other calls
# Target sequence (P9WIQ1 whole entry, looked up): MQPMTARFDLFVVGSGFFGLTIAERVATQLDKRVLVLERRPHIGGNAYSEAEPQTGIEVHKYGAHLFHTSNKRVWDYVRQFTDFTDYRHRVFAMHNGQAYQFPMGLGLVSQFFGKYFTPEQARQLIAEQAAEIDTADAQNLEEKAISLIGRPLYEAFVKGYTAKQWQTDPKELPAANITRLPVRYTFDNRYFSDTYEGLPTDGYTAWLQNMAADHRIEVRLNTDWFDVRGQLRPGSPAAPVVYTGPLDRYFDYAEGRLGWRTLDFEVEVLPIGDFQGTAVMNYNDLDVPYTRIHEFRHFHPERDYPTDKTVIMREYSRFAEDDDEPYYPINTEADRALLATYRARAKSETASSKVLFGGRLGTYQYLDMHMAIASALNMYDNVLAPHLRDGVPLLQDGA
# An asterisk follows results filed as active; ? = inconclusive; / = no result given; & = joins results of further samples. Cut-off read from the data, not from the text of the source, unless noted: active = inhibition above about 30%; inactive = the rest.
Compound	PrPC surface inh	FBA Mtb inh	CCHF vOTU inh	BoNT F protease	UGM FP inh	FadD28 FP inh	GDH-TPI inh	BioA inh	BoNT-A LC inh2
CC(C)CNc1nnnc2c1sc1nc(N3CCOCC3)c3c(c12)CCCC3	-3	1	-5	/	/	-1.6	8	/	/
CC/C(=N\NC(=O)c1ccccc1O)c1c(O)n(C2CCCCC2)c(=O)[nH]c1=O	-2	4	27	8	-1.8	15*	27	3.8	1.5
O=C1CC(C(=O)Nc2ccc(F)cc2)S/C(=N\N=C\c2ccco2)N1 (configuration not stated)	-2	2	35*	2	1.3	0.2	34*	/	-0.2
Cc1ccc(N)cc1Cl	7	0	4	-5	/	-2.3	9	-0.3	-0.3
N#Cc1ccc(C(=O)N2CCCC(c3cc(C(=O)NCc4cccnc4)no3)C2)cc1 (configuration not stated)	9	1	-9	-31	/	-0.8	11	-0.7	-1.6
CCOC(=O)c1c(C)oc2cc(Br)c(OC(=O)N3CCOCC3)cc12	-5	1	10	-6	-3.1	-1.0	-9	-1.3	-0.9
COc1cccc(NC(=O)C/C(C)=N/NC(=O)c2ccccc2Cl)c1	2	2	-3	?	3.9	-3.4	4	3.0	-7.2
CN(C)C=C1C(=O)c2ccccc2C1=O	-9	3	7	5	1.9	-2.8	9	-2.0	0.5
Cc1ccc(NS(=O)(=O)c2c(C)[nH]c(C)c2C(=O)N2CCCCC2)cc1C	2	1	-5	4	0.4	-3.7	8	1.2	7.4
Cc1nc2c(o1)C(=O)c1ccccc1C2=Nc1ccccc1	-10	-3	41*	-5	/	0.6	11	/	-0.3
Cc1cccc(CC2CC(=O)N(c3ccc([N+](=O)[O-])cc3)C2=O)c1 (configuration not stated)	8	1	-3	-6	0.0	-2.7	6	2.7	1.0
CCOC(=O)C(OC(=O)c1sc(=S)n(C)c1C)C(C)=O (configuration not stated)	-4	3	-1	4	-1.1	2.5	20	1.3	-0.1
COC(=O)c1sc2ccccc2c1NC(=O)c1ccc(S(=O)(=O)N2CCCCC2C)cc1 (configuration not stated)	-5	2	17	-3	-0.4	-0.8	10	/	-0.5
COCCNC(=O)c1ccccc1NC(=O)Cc1ccccc1	12	-3	16	1	-1.7	-1.0	2	/	-0.8
C=C1[C@H]2C[C@H]3[C@H]4N5C[C@]6(C)CCC[C@]47[C@H]([C@H]2O)[C@]3(C[C@]5(O)[C@H]67)[C@@H]1O	0	-4	-8	-2	0.7	-2.9	4	-0.1	-1.2
NNC(=O)c1c(O)c2cccc3c2n(c1=O)CCC3	3	-1	-7	19	-0.1	-0.3	6	-1.4	1.2
Cc1ccc(-c2nnc(SCC(=O)OC(C)C)n2N)cc1	-8	7	-8	3	2.6	-1.8	-2	-1.2	1.2
Cc1cc(C(=O)N2CCC2(C)C(=O)Nc2ccc3[nH]ncc3c2)nn1C (configuration not stated)	-4	-3	1	-10	/	-2.2	4	1.7	-0.5
CC(Sc1nncs1)C(=O)NCC(=O)Nc1ccc(F)c(F)c1F (configuration not stated)	-2	0	-13	-2	-2.6	-3.9	2	/	0.1
Cc1sc2nc(CSc3nnnn3-c3ccc(Cl)cc3)[nH]c(=O)c2c1C	-5	-4	-3	-4	/	-1.4	-2	/	2.4
CCOC(=O)N1CCC(NC(=O)CC(NS(=O)(=O)c2ccc(C)cc2)c2ccco2)CC1 (configuration not stated)	5	0	10	1	/	-4.6	6	-0.6	-0.2
CC(=O)NC1C(=O)Nc2c1cccc2C(F)(F)F (configuration not stated)	5	8	-6	14	-1.0	-1.3	14	-3.7	0.7
O=c1ccc2cc(S(=O)(=O)N3CCN(c4ccccc4)CC3)ccc2o1	7	1	1	4	2.2	1.1	12	-1.4	-0.2
CCOc1ccccc1NC(=O)Nc1ccc(Cl)cc1	26*	10	-8	-2	0.2	-0.8	4	-0.5	-1.0

# Single entries from above.
# Cc1ccc(-c2nnc(SCC(=O)OC(C)C)n2N)cc1 – BioA inh = -1.2
# CC(Sc1nncs1)C(=O)NCC(=O)Nc1ccc(F)c(F)c1F (configuration not stated) – CCHF vOTU inh = -13
# COc1cccc(NC(=O)C/C(C)=N/NC(=O)c2ccccc2Cl)c1 – BioA inh = 3.0
# O=c1ccc2cc(S(=O)(=O)N3CCN(c4ccccc4)CC3)ccc2o1 – GDH-TPI inh = 12

# The list continues.
Compound	PrPC surface inh	FBA Mtb inh	CCHF vOTU inh	BoNT F protease	UGM FP inh	FadD28 FP inh	GDH-TPI inh	BioA inh	BoNT-A LC inh2
O=C(O)C1CCCN(S(=O)(=O)c2ccccc2[N+](=O)[O-])C1 (configuration not stated)	6	-6	-22	-24	0.7	-3.5	17	-0.1	2.3
CCCc1ccc(C#N)c(SC2CC(=O)N(c3ccc(OC)cc3)C2=O)n1 (configuration not stated)	-3	2	-5	-3	2.6	1.2	-4	0.0	0.3
Cc1nc(SCC(=O)NNC(=O)c2ccc(F)cc2)c2ccccc2n1	82*	3	-1	-2	-3.3	-1.9	20	-1.5	-0.6
C#CCNCCS(=O)(=O)N(Cc1ccc(Br)cc1)[C@@H](CC(C)C)C(=O)O	5	-2	2	-7	/	-3.4	4	4.2	-0.5
Cc1cnc(C(=O)NC2CC(C)(C)Cc3c2cnn3-c2ccccc2)cn1 (configuration not stated)	2	-1	-6	3	1.9	-1.9	-2	23	-1.3
Cc1cc(F)ccc1S(=O)(=O)Nc1nc2ccccc2nc1Cl	11	9	9	-10	-0.1	-0.9	10	-1.6	5.6
CCOc1cc2nc3c4ccccc4n(C)c3nc2cc1OCC	-7	12	-14	8	-1.9	2.6	10	/	48*
Cc1ccc(Cn2nnc3c(=O)[nH]c(C4CCCN(C(=O)Nc5ccc(F)cc5F)C4)nc32)cc1 (configuration not stated)	-11	-3	18	1	0.9	0.1	-1	6.8	1.2
Cn1c(SCC(=O)Nc2cc([N+](=O)[O-])ccc2F)nnc1C(F)(F)F	-18	1	-12	-4	-0.5	-2.3	10	/	-0.1
Cc1ccc(Cn2c(CN3CCN(C(=O)c4ccco4)CC3)nc3c2c(=O)n(C)c(=O)n3C)cc1	6	2	-2	-2	4.3	-2.3	0	9.6	-1.2
O=C(CCCN1C(=O)c2ccccc2C1=O)NCc1cccnc1	2	-6	-5	-3	-0.8	-2.0	0	-0.7	-0.8
Cn1c(=O)n(Cc2ccccc2)c(=O)c2c1nc1n2CCCN1CCc1ccccc1	2	-1	-4	-3	-2.3	-3.3	2	1.0	?

# Results in BoNT-A LC inh2 (two entries from above):
Structure,BoNT-A LC inh2
Cc1ccc(N)cc1Cl,-0.3
CC/C(=N\NC(=O)c1ccccc1O)c1c(O)n(C2CCCCC2)c(=O)[nH]c1=O,1.5

# (more compounds)
Compound	PrPC surface inh	FBA Mtb inh	CCHF vOTU inh	BoNT F protease	UGM FP inh	FadD28 FP inh	GDH-TPI inh	BioA inh	BoNT-A LC inh2
COC(=O)CSc1nc(NC(C)=O)nc(C)c1Br	-1	2	2	-6	0.8	-1.8	-4	0.5	-0.8
CN(C)C(CNC(=O)c1ccc(NS(=O)(=O)c2ccc3[nH]c(=O)[nH]c3c2)cc1)c1ccccc1 (configuration not stated)	-1	-2	31*	-11	0.2	-0.9	-3	-0.7	-2.7
C=C(C)c1cccc(C(C)(C)NC(=O)Nc2nnc(C(C)C)s2)c1	-1	-2	-6	-1	-0.2	-0.7	2	0.2	-0.4
C=CCn1c(Br)nc2c1c(=O)n(C)c(=O)n2C	1	5	-10	-8	0.6	-0.9	6	-1.0	-0.1
CC1CCC(NC(=O)N(CCCl)N=O)CC1 (configuration not stated)	9	2	2	-6	1.6	0.2	8	-0.7	-0.3
Cc1ccccc1C1(CCN2CCCCC2)CCOC(C)(C)C1 (configuration not stated)	-4	-2	10	-6	1.7	0.2	1	/	1.1
COc1ccc(-c2csc(C(C)(NC(C)=O)c3ccccc3)n2)cc1 (configuration not stated)	-2	-1	-9	3	/	-1.3	-6	0.4	-0.3
CCN(CC)C(=O)N1CCc2ccccc2C1CN1C(=O)c2ccccc2C1=O (configuration not stated)	-14	4	-1	0	0.9	0.3	8	/	-0.6
CCNc1nc(N)c(C(=O)C23CC4CC(CC(C4)C2)C3)s1	-3	-3	8	/	2.2	-1.0	27	-0.6	/
CCN(CC)c1ccc2c(-c3ccc(S(=O)(=O)O)cc3S(=O)(=O)[O-])c3ccc(=[N+](CC)CC)cc-3oc2c1	/	0	/	13	93*	135*	15	-78	-2.2
Cc1ccc2cc(/C=N/NC(=O)c3ccccc3O)c(Cl)nc2c1	-10	-1	3	2	-0.7	-1.2	28	-2.3	-0.1
O=C(NCc1ccc(F)cc1)c1cc(S(=O)(=O)N2CCCCC2)c[nH]1	2	1	4	-8	2.3	-0.8	5	0.7	-0.6
COc1ccc(NC(=O)c2cc(-c3cc(C)cc(F)c3)n[nH]2)cc1OC	20	-6	18	0	/	-3.9	3	-2.8	-0.2
CC(=O)c1cccc(NC(=S)NC(=O)c2cncc(Br)c2)c1	-3	2	2	?	-1.7	2.1	12	0.1	-2.2
O=C1NC(=O)C(=Cc2ccc(Oc3ccc([N+](=O)[O-])cc3)cc2)C(=O)N1	/	-2	/	2	-2.8	-0.1	14	/	-1.7
CN(CC(=O)NCc1ccccc1)Cc1cccc(F)c1	-3	0	15	5	-0.4	0.8	5	-0.3	-1.1
CN(CC(=O)Nc1ccccc1C(=O)NC1CC1)Cc1cccs1	0	-3	13	-2	0.3	-2.6	6	3.0	0.3
O=C(N/N=C/c1ccc([N+](=O)[O-])o1)c1ccc(O)cc1	-45	-5	10	0	-1.7	-0.7	40*	1.0	-1.4
S=c1[nH]nc(COc2ccccc2)n1/N=C/C(Cl)=C/c1ccccc1	1	0	-1	-16	0.0	-0.6	23	/	-0.7
Cc1ccc(S(=O)(=O)NCC(=O)OCC(=O)N2CCc3ccccc32)cc1	-1	0	10	5	-0.3	1.5	6	0.4	0.1
C=CCc1ccc(OCCCCCN2CCOCC2)c(OC)c1	-1	1	9	-6	0.3	-4.3	5	/	-0.1
COc1cc(CCN2C(=O)c3cccc4cccc(c34)C2=O)c(S(=O)(=O)N2CCCCCC2)cc1OC	-4	-3	-1	-10	0.2	-5.3	15	/	0.8
CCCN(CCC)CCNC(=O)Cn1cnc2sc(C)c(S(=O)(=O)N3CCOCC3)c2c1=O	-4	-1	1	2	-1.9	0.9	1	-1.5	0.9
N/C(=N\OC(=O)COc1ccccc1)c1ccc(Cl)cc1	-3	-1	-22	-4	1.5	-3.0	-3	0.2	0.2
O=C(C1CCC(CNS(=O)(=O)c2cccc3nsnc23)CC1)N1CC=C(c2ccccc2)CC1 (configuration not stated)	-2	5	4	-8	0.4	-2.3	-1	-0.3	-0.8
CC1(Cc2c(Cl)cccc2Cl)C(=O)Nc2cc(-c3ccccc3Cl)ccc21 (configuration not stated)	-2	1	9	-8	/	-2.6	-5	-0.6	-0.1
CC(C)=NNc1nc(-c2ccc([N+](=O)[O-])cc2)cs1	-14	-3	-2	-2	0.2	0.5	16	/	-0.2
CCCN1C2CCCC1CC(NC(=O)c1ccc(OC)cc1)C2 (configuration not stated)	-10	1	-6	/	2.7	0.0	7	-0.1	/
CCOc1ccc2c(c1)C(NC(C)=O)C(=O)N2CCN1CCOCC1 (configuration not stated)	-6	-1	-9	-56	0.3	-2.2	2	0.5	-8.6
COc1cc(OC)c2c(-c3ccccc3)cc(=O)oc2c1C(CCN1CCCCC1)c1ccc(N(C)C)cc1 (configuration not stated)	/	2	/	-14	0.3	-2.6	12	-0.3	-1.2
CCOc1ccc(Br)cc1S(=O)(=O)Nc1cccnc1	2	-3	6	-3	-1.1	0.5	-2	-3.1	-1.5
C#Cc1ccc([C@H]2C=C(C(=O)N3CCN(Cc4ccc5c(c4)OCO5)CC3)O[C@@H](OCC)[C@@H]2CCCO)cc1	11	2	10	2	2.3	-7.2	1	1.2&-1.2	-0.1
OC[C@H]1O[C@@H](c2nc(-c3nc(-c4ccc(F)cc4)no3)cs2)[C@H](O)[C@@H](O)[C@H]1O	-8	2	-5	-2	/	-1.0	-3	-1.3	-0.8
